TDP1 cell CPT – qHTS for Inhibitors of human tyrosyl-DNA phosphodiesterase 1 (TDP1): qHTS in cells in presence of CPT. 420,000 compounds, 12% hits. chicken DT40 Tdp1-/-;hTDP1 cells + 20 nM CPT, ATP luminescence, 48 h. Potency, µM (series often up to 46.2 µM), for the others: top-dose activity change, negative = growth inhibition, usual class: inhibitors. AID 686979, 2013; further: nearly all actives have a fitted effect of over 55% in size
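Chicken DT40 Tdp1-/- cells stably complemented with human TDP1 were seeded at 400 cells/well in medium containing 20 nM camptothecin, exposed to pin-transferred compounds, and grown at 37 °C for at least 48 hr. Viability was read as ATP luminescence.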
TDP1 cell noCPT – qHTS for Inhibitors of human tyrosyl-DNA phosphodiesterase 1 (TDP1): qHTS in cells in absence of CPT; DT40 Tdp1-/- hTDP1 cells, no CPT, ATP luminescence, 48 h; Potency, µM (top dose mostly 46.2 µM), inactives show top-dose activity change, negative = growth inhibition, actives largely listed as inhibitors; 420,000 compounds, 15% hits; AID 686978, 2013; further: nearly all actives have a fitted effect of over 55% in size
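Growth of hTDP1-complemented DT40 Tdp1-knockout cells is measured by ATP luminescence after at least 48 hr compound exposure at 37 °C, with DMSO substituting for the 20 nM CPT used in the parallel screen.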
TDP1 block – qHTS Assay for Inhibitors of Tyrosyl-DNA Phosphodiesterase (TDP1); Tyrosyl-DNA phosphodiesterase 1 (Homo sapiens), Q9NUW8; recombinant TDP1, AlphaScreen DNA substrate cleavage; Potency, µM (highest dose often 130 µM), for inactives: at the top dose activity change, negative = inhibition, usual class: inhibitors; 350,000 compounds, 0.28% hits; AID 485290, 2010; further: nearly all actives have a fitted effect of over 40% in size
Target sequence (Q9NUW8 whole entry, looked up): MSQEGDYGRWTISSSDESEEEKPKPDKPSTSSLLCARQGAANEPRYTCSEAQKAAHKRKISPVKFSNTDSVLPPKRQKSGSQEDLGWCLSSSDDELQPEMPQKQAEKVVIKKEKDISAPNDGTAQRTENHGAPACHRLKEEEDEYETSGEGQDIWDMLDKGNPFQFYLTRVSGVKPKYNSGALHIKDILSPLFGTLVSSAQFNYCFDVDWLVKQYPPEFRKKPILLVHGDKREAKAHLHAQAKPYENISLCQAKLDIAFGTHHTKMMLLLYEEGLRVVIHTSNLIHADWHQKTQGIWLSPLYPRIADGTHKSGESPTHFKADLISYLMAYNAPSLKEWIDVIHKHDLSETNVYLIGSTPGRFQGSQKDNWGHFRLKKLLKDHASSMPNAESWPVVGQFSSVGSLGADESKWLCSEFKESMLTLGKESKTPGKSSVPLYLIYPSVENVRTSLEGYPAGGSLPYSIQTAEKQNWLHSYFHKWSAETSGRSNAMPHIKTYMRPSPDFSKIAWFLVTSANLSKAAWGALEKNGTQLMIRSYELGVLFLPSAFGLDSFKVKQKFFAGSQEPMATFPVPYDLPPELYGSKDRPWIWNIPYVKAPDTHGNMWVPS
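Enzyme-compound mixtures sat 15 min at room temperature, followed by a 5 min reaction with 15 nM final substrate and 10 min with AlphaScreen beads. Recombinant human Tdp1 was used at 1 nM final.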
* hit, by the source's call; ? = inconclusive; / = no result given; [ ] = dose if it differs, or a comment. The call rests on the fitted dose curve; in most records, active means well fitted curve in the direction sought with a large enough effect; inconclusive means small, poorly fitted or top-dose-only effect, or another doubt; inactive means no such curve, though single readings can be large; an effect the other way counts as inactive or inconclusive. On the % scale 0 is the no-effect control and ±100 the full control effect; potency means the concentration at half of the fitted maximal effect. Rows are unselected; 18% or so of the library scored in one or more.

| SMILES | TDP1 cell CPT | TDP1 cell noCPT | TDP1 block |
| --- | --- | --- | --- |
| COc1ccc(-c2nc3cnc(N(C)C)nc3n(C3CC3)c2=O)cc1 | 0% | -17% | / |
| Cc1cccc(C2=NOC(=O)/C2=C\c2ccccc2F)c1 | -24% | 2.6µM* | -2% |
| O=C1NCCN(Cc2ccoc2)C1CC(=O)N(CCO)Cc1ccccc1 (configuration not stated) | 20% | -25% | 8% |
| C=CCc1ccc(OCCCOc2ccc(C)c(C)c2)c(OC)c1 | 1% | -8% | / |
| CCc1nc(N2CCN(C(=O)c3ccco3)CC2)c(C#N)c2c1COC(C)(C)C2 | ? | ? | 2% |
| CCCOc1ccc(CNC(=O)CCC(=O)n2ncc3cc(C)ccc32)cc1 | -24% | -9% | / |
| CN1CCN(c2ccnc(N(C)CCCCCCN)n2)CC1 | 13µM* | ? | / |
| CCOC(=O)c1c(CSc2ccc(CC)cc2)oc2ccc(O)c(CN(C)C)c12 | 8.2µM* | 7.3µM* | / |
| CC(=O)N1c2ccccc2C(=O)OC1c1cccnc1 (configuration not stated) | 0% | -35% | 2% |
| CC(c1ccccn1)C(C)(O)C(C)c1ccccn1 (configuration not stated) | -8% | ? | / |
| CCOC(=O)N1CCC(NC(=O)C(Cc2ccccc2)NC(=O)C2CCCCC2)CC1 (configuration not stated) | 2% | -3% | 4% |
| O=C(CCc1nc2ccccc2[nH]1)Nc1ccccc1 | -11% | -22% | 5% |
| CC(C)=NNC(=O)CN1C(=O)NC2NC(=O)NC21 (configuration not stated) | 4% | -13% | 3% |
| COc1cccc(CN2CCN(Cc3cc4ccccc4[nH]3)CC2CCO)c1 (configuration not stated) | ? | ? | / |
| Cc1c(C(=O)N2CCN(C)CC2)oc2ccc(S(=O)(=O)N3CCOCC3)cc12 | -2% | -9% | -2% |
| N#C/C(=C\c1cccnc1)C(=O)Nc1ccc(Cl)cc1 | ? | 0% | 5% |
| COc1ccc(NC(=O)CN(C)C(=O)CNC(=O)C2CCCCC2)cc1 | 4% | 1% | 1% |
| CCCCNC(=O)c1c[nH]c2ccc(S(=O)(=O)Nc3ccc(OCC)cc3)cc2c1=O | -22% | -7% | 9% |
| CCc1nc2ccc(C(=O)NCCOc3ccc(OC)cc3)cn2c1N(C)CCCc1ccccc1 | ? | ? | / |
| Cc1ccccc1C(=O)N1CCc2c(cnc(C)c2CNC(=O)CN2CCCCC2)C1 | 3% | -11% | / |
| O=C(CN1CCN(c2ccccn2)CC1)Nc1cc(C(F)(F)F)ccc1Cl | ? | 18µM* | 4% |
| CCOC(=O)CCC(NC(=O)CC(=O)NC(CCC(=O)OCC)C(=O)OCC)C(=O)OCC (configuration not stated) | -20% | 15% | -2% |
| CC(=O)Nc1ccc(NC(=O)CN2C(=O)CCc3cc(S(=O)(=O)N4CCCCC4)ccc32)cc1 | -4% | -18% | 1% |
| COCCCn1c(SCc2ccc(OC)cc2)nc2cc(OC)c(OC)cc2c1=N | -30% | ? | -1% |
| Cc1nc2ccc(S(=O)(=O)NC(C(=O)NCc3ccccc3Cl)C(C)C)cc2s1 (configuration not stated) | 4% | 0% | 1% |
| COc1ccc(C2C3=C(CC(C)(C)CC3=O)Nc3c2c(=O)[nH]c(=O)n3Cc2ccccc2)cc1OC (configuration not stated) | ? | -14% | 8% |
| C[C@H](CO)N1C[C@H](C)[C@@H](CN(C)C(=O)Nc2ccc3c(c2)OCO3)Oc2c(NC(=O)Nc3ccc4c(c3)OCO4)cccc2C1=O | 16µM* | 23µM* | 4% |
| COc1ccc(S(=O)(=O)N2CCOC2CNC(=O)C(=O)NCc2cccnc2)cc1C (configuration not stated) | ? | -20% | 1% |
| O=[N+]([O-])c1ccc(C[n+]2cc(-c3ccc(Cl)c(Cl)c3)n3c2CCCCC3)cc1 | ? | 5.8µM* | / |
| COc1cc(C(=O)NNC(=O)C2CC2)cc(OC)c1OC | -3% | -18% | 2% |
| O=C(Nc1ccc2oc(-c3cccc(F)c3)nc2c1)c1ccc2ccccc2c1 | -6% | -18% | -6%[12.3 µM] |
| COc1ccc(Nc2nnc(SCC(=O)Nc3ccc4[nH]c(=O)[nH]c4c3)s2)cc1 | 2% | -14% | / |
| CCc1ccc(-n2c(SCc3c(C)noc3C)nnc2-c2ccncc2)cc1 | 21µM* | ? | 2% |
| COc1ccc(C2=C(Nc3ccccc3)c3ccccc3C2=O)cc1 | -12% | ? | -1% |
| CC(=O)N1CCc2cc(S(=O)(=O)CCC(=O)Nc3ccccc3F)ccc21 | -17% | 3% | 0% |
| CS(=O)(=O)c1ccc(-c2cccc3c2OC(CNC(=O)c2cc(C4CC4)[nH]n2)C3)cc1 (configuration not stated) | -9%[9.04 µM] | ? | / |
| Cc1cccc(CN2CCSc3sccc3C2=O)c1 | 3% | -30% | / |
| CCOc1cccc(=O)c2c(C)oc(C)c12 | ? | -5% | / |
| Cc1cc(C(=O)Nc2ccc(C)c(S(=O)(=O)N3CCOCC3)c2)c(C)o1 | 2% | 1% | -1% |
| CC(NC(=O)c1ccco1)c1nnc2n1CCN(Cc1ccc(N3CCCC3)cc1)CC2 (configuration not stated) | -4%[9.04 µM] | -18% | / |
| Cc1ccc(OCCn2c(SCCO)nc3c(N)ncnc32)cc1 | ? | ? | / |
| Cn1cnnc1SC(C(=O)Nc1ccc(F)cc1)c1ccccc1 (configuration not stated) | 0% | -28% | -2% |
| COc1ccc(-c2cc(=O)c3c(OC)c(OC)c(OC)c(OC)c3o2)cc1OC | 21µM* | 21µM* | 10%[56.1 µM] |
| COc1cc(Br)cc2cc(C(=O)OC3CCN(C)CC3)c(=O)oc12 | -2% | 1% | / |
| Cc1nc2ccccc2c(=O)n1N | 12% | -5% | 3% |
| CCCn1c(N)c(N(CCOC)C(=O)c2c(CC)noc2C)c(=O)[nH]c1=O | 7% | -10% | 0% |
| Cc1ccccc1Nc1nnc(SCC(=O)NCc2ccco2)s1 | 0% | -1% | ? |
| CCCC(=O)n1nc(-c2ccc(OC)cc2)nc1N | -23% | -13% | 4% |
| Cn1nc(C(=O)NNC(=O)c2ccc(Cl)c(S(N)(=O)=O)c2)c2ccccc2c1=O | 16% | -1% | 1% |
| O=C1CC(N2CCSCC2)C(=O)N1c1cccc(Cl)c1 (configuration not stated) | -2% | 21% | 3% |
| COc1ccccc1CN1C(=O)c2ccccc2C1C(=O)NC1CCC(C)CC1 (configuration not stated) | -4% | -26% | 9% |
| CN(CC(=O)Nc1cc(S(=O)(=O)N2CCCC2)ccc1Cl)Cc1nc2ccccc2c(=O)[nH]1 | ? | 21µM* | / |
| COc1ccc(OC)c(C(O)c2nc3ccccc3n2C)c1 (configuration not stated) | 5% | 13% | / |
| CCOC(=O)N1CCN(c2c(N3CCc4ccccc43)c(=O)c2=O)CC1 | 9% | 2% | 9% |
| CCCNCC(=O)Nc1cccc(S(=O)(=O)NC2=NCCCCC2)c1 | -2% | -20% | 2% |
| Cc1coc2cc3oc(=O)c(CCC(=O)N4CCCCC4)c(C)c3cc12 | 13µM* | 21µM* | 9% |
| Cc1sc2nc(SCCN(C)C)n(-c3ccccc3)c(=O)c2c1-c1ccc(F)cc1 | 18µM* | 26µM* | 4%[0.0935 µM] |
| COc1ccccc1C(=O)Nc1ccc(C(=O)OCc2cc(=O)n3c4c(sc3n2)CCCC4)cc1 | ? | ? | -1% |
| O=C(/C=C/c1ccccc1Cl)NCCc1ccc(F)cc1 | -10% | -23% | -3% |
| COc1ccc(Cn2c(C(=O)O)c(CNC3CCCC3)c3ccc(C)cc32)cc1 | 12% | -21% | 0% |

Gathered by group, the compounds so far containing a cyano group.
| SMILES | TDP1 cell CPT | TDP1 cell noCPT | TDP1 block |
| --- | --- | --- | --- |
| CCc1nc(N2CCN(C(=O)c3ccco3)CC2)c(C#N)c2c1COC(C)(C)C2 | ? | ? | 2% |
| N#C/C(=C\c1cccnc1)C(=O)Nc1ccc(Cl)cc1 | ? | 0% | 5% |

Just TDP1 block and TDP1 cell CPT, for some of the entries so far:
SMILES,TDP1 block,TDP1 cell CPT
COc1ccc(S(=O)(=O)N2CCOC2CNC(=O)C(=O)NCc2cccnc2)cc1C (configuration not stated),1%,?
O=[N+]([O-])c1ccc(C[n+]2cc(-c3ccc(Cl)c(Cl)c3)n3c2CCCCC3)cc1,/,?

Grouped by structure, those above containing a thiophene ring, fused or not
| SMILES | TDP1 cell CPT | TDP1 cell noCPT | TDP1 block |
| --- | --- | --- | --- |
| Cc1cccc(CN2CCSc3sccc3C2=O)c1 | 3% | -30% | / |
| Cc1sc2nc(SCCN(C)C)n(-c3ccccc3)c(=O)c2c1-c1ccc(F)cc1 | 18µM* | 26µM* | 4%[0.0935 µM] |

Other structures:
> COc1ccc(-n2c(C)nc3cc(C(=O)NCCN4CCOCC4)ccc32)cc1
  TDP1 cell CPT: 1%
  TDP1 cell noCPT: -1%
  TDP1 block: 4%
> CCCCOP(=O)(c1ccc(N(C)C)cc1)C(O)c1ccc(N(C)C)cc1 (configuration not stated)
  TDP1 cell CPT: -23%
  TDP1 cell noCPT: 5%
  TDP1 block: /
> COc1ccc(C(=O)NCC(=O)N2CCN(c3ccccc3)CC2)cc1
  TDP1 cell CPT: -13%
  TDP1 cell noCPT: -8%
  TDP1 block: 4%
> O=C(CSc1nc2ccc(Nc3nc(N4CCOCC4)nc(N4CCOCC4)n3)cc2s1)N1CCOCC1
  TDP1 cell CPT: 21µM*
  TDP1 cell noCPT: 18µM*
  TDP1 block: 3%
> C[C@H](NC(=O)c1ccc(Br)cc1)C(=O)NCc1ccc(S(N)(=O)=O)cc1
  TDP1 cell CPT: -4%
  TDP1 cell noCPT: 1%
  TDP1 block: 8%
> CCc1ccc(CNC(=O)c2ccc3c(c2)NC(=O)C(N2CCOCC2)S3)cc1 (configuration not stated)
  TDP1 cell CPT: 23µM*
  TDP1 cell noCPT: -57%
  TDP1 block: 2%
> NS(=O)(=O)c1cccc(NC(=O)c2cc(=O)c3ccccc3o2)c1
  TDP1 cell CPT: 12%
  TDP1 cell noCPT: -19%
  TDP1 block: 5%
> COc1ccc(C(=O)NCCCOC(C)C)cc1OC1CCN(C(C)=O)CC1
  TDP1 cell CPT: 8%
  TDP1 cell noCPT: 2%
  TDP1 block: /
> CCCCn1c(N)c(N(CCOC)C(=O)CCCc2nc3ccccc3c(=O)[nH]2)c(=O)[nH]c1=O
  TDP1 cell CPT: -6%
  TDP1 cell noCPT: -4%
  TDP1 block: 5%
> CCC(=O)N1c2ccccc2CC1C(=O)NCCCN1CCN(c2ccc(OC)cc2)CC1 (configuration not stated)
  TDP1 cell CPT: ?
  TDP1 cell noCPT: ?
  TDP1 block: 4%
> Cc1c(S(=O)(=O)Nc2cccc(Cl)c2)c(=O)n(C)c(=O)n1C
  TDP1 cell CPT: 7%
  TDP1 cell noCPT: -2%
  TDP1 block: 1%
> COc1ccc(C(=O)c2cc([N+](=O)[O-])ccc2N2CCOCC2)cc1
  TDP1 cell CPT: 0.026µM*
  TDP1 cell noCPT: 0.033µM*
  TDP1 block: 4%
> C/C(N)=C(\C#N)C(=O)NCc1ccccn1
  TDP1 cell CPT: -14%
  TDP1 cell noCPT: 12%
  TDP1 block: 0%
> COc1ccc(-c2cccc(NS(=O)(=O)c3cccs3)c2)nn1
  TDP1 cell CPT: ?
  TDP1 cell noCPT: ?
  TDP1 block: -1%
> S=C(NCCc1ccccc1)Nc1c(Cl)cccc1Cl
  TDP1 cell CPT: ?
  TDP1 cell noCPT: 23µM*
  TDP1 block: /
> COc1ccc(CNC(=O)c2c(C)cc(=O)oc2C)cc1OC
  TDP1 cell CPT: ?
  TDP1 cell noCPT: -9%
  TDP1 block: 5%
> CC(C)(C)c1ccc2c(c1)N(CC(=O)N1CCCC1)C(=O)CO2
  TDP1 cell CPT: -21%
  TDP1 cell noCPT: 10%
  TDP1 block: /

Whole records as entered above. Values in the order: TDP1 cell CPT, TDP1 cell noCPT, TDP1 block
CC(C)(C)c1ccc2c(c1)N(CC(=O)N1CCCC1)C(=O)CO2 as listed: -21%, 10%, /
S=C(NCCc1ccccc1)Nc1c(Cl)cccc1Cl as listed: ?, 23µM*, /
COc1ccc(-c2cccc(NS(=O)(=O)c3cccs3)c2)nn1 as listed: ?, ?, -1%
CCc1ccc(CNC(=O)c2ccc3c(c2)NC(=O)C(N2CCOCC2)S3)cc1 (configuration not stated) as listed: 23µM*, -57%, 2%
O=C(CSc1nc2ccc(Nc3nc(N4CCOCC4)nc(N4CCOCC4)n3)cc2s1)N1CCOCC1 as listed: 21µM*, 18µM*, 3%
